Source: PubChem BioAssay
NS3 helicase inh – inhibitors of HCV NS3 helicase, primary screen, biochemical, Cy5 molecular beacon fluorescence | Hepatitis C virus NS3 helicase | NS3 helicase DNA unwinding | inhibition, % at 10.9 µM | 290,000 tested, 0.56% active;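 active means inhibition above the mean of all tested compounds plus 3 SD, set per campaign, cut at about 35% in these data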;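 further: 0% = DMSO wells and 100% = thioflavine S control wells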
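System: HCV NS3 helicase fragment; control set: DMSO and thioflavine S; technique: Cy5 fluorescence at 0 and 60 min, beacon hairpin quenching; reagent: beacon DNA duplex substrate plus ATP; replicates: singlicate; schedule: 1 h reaction at 25 °C, ATP-initiated; medium: MOPS buffer pH 6.5 with MgCl2, DTT, Tween20, BSA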
UBC9 SUMO inh – inhibitors of in vitro SUMOylation cascade, primary screen, biochemical, HTRF, uHTS; inhibition, % at 35 µM; 290,000 tested, 0.36% active; SUMO-conjugating enzyme UBC9 (Homo sapiens), P63279; HTRF SUMOylation assay, SAE1/SAE2 + UBC9; in the data active means inhibition above about 50%, passing the limit was not always enough; further: strong numbers were not always called active
Target sequence (P63279 whole entry, looked up): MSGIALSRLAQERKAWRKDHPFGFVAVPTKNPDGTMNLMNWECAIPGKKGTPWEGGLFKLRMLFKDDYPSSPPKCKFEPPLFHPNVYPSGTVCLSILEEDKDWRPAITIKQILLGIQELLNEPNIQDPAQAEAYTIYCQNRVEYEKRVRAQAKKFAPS
FID counter – compounds displacing fluorescent DNA intercalator, primary screen, artefact control for HCV NS3 helicase inhibitor project, biochemical, FID fluorescence; DNA fluorescent intercalator displacement; inhibition, % at 7.9 µM; 290,000 tested, 0.17% active; in the data active means inhibition above about 37%;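 further: 0% = vehicle and 100% = reference compound; higher means more ethidium bromide displaced from hairpin DNA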
IMP-1 inh – IMP-1 metallo-beta-lactamase inhibitors, primary screen, biochemical, epi-absorbance readout, Pseudomonas aeruginosa enzyme | metallo-beta-lactamase IMP-1 (Pseudomonas aeruginosa) | purified IMP-1, nitrocefin hydrolysis, epi-absorbance fluorescence | inhibition, % at 5.6 µM | 290,000 tested, 0.45% active;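 active means inhibition above the mean plus 3 SD of all compounds in the same screening run, cut at about 4.5% in these data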;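 further: 0% = IMP-1 with DMSO and 100% = DMSO wells lacking enzyme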
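System: Purified IMP-1 | Read-out basis: Percent enzyme inhibition | Controls: IMP-1 with DMSO as 0%, enzyme-free DMSO as 100% | Replicates: One well per compound | Doses: 5.6 µM nominal single concentration | Detection: Epi-absorbance fluorescence, 480 nm excitation, 530 nm emission | Incubation: 25 °C, 15 min preincubation, 25 min reaction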
NALP1 inh – NALP1 inflammasome inhibitors in reconstituted yeast, colorimetric, S. cerevisiae, triplicate retest | S. cerevisiae NALP1/ASC/caspase-1 growth, X-gal OD620, 72 h | inhibition, % at 10 µM | 280,000 tested, 0.61% active | AID 2071, 2009; in the data active means inhibition mostly above about 24%, no sharp cut-off; inactive means mostly below about 32%; further: some compounds called inactive have numbers as strong as hits
MEKK2mut PB1 HTS – MEK5 binding signal on mutant MEKK2 PB1, primary screen, biochemical, multiplex bead flow cytometry, Alexa488-MEK5; Alexa488-MEK5 binding to MEKK2 mutant; 290,000 tested, 0.35% active; percent response, % at 10 µM; in the data active means percent response above about 24%, passing the limit was not always enough; further: inactives centre near 1; some results filed as inactive read as strong as hits
VIM-2 inhibitor – VIM-2 metallo-beta-lactamase inhibitors, primary screen, biochemical, epi-absorbance readout, Pseudomonas aeruginosa enzyme | inhibition, % at 5.6 µM | AID 1527, 2009 | 290,000 tested, 0.89% active | purified VIM-2, nitrocefin hydrolysis, epi-absorbance fluorescence;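 active means inhibition above the mean of all tested compounds plus 3 SD, cutoff set per screening run, cut at about 7.5% in these data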;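 further: red hydrolysis product quenches plate fluorescence so inhibitors raise well fluorescence; 0% = enzyme with DMSO and 100% = DMSO without enzyme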
M18AAP inhibitor – PfM18AAP inhibitors, malaria aminopeptidase, primary screen, biochemical, QFRET, recombinant enzyme; H-Glu-NHMec fluorogenic cleavage; inhibition, % at 7.35 µM; 290,000 tested, 1.2% active;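 active means inhibition above the campaign mean inhibition over all tested compounds plus 3 SD, cut at about 28% in these data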;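 further: 0% = plate median of test compound wells and 100% = 2 mM ZnCl2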
MEKK2 WT-MEK5 – modulators of MEK5 binding to wildtype MEKK2, primary screen, biochemical, multiplex bead flow cytometry, Alexa488-MEK5; Mitogen-activated protein kinase kinase kinase 2 (Homo sapiens), Q9Y2U5; Alexa488-MEK5 binding to MEKK2 WT; actives lie on both sides; 290,000 tested, 1.1% active; binding response (% of control), % at 10 µM; in the data active means binding response below about 67% or above about 130%
Numbers without * were called inactive; / = no result given; [ ] = remark or other dose. The order is random; about 4.7% have a hit in one of these screens.

cpd	mol	MEKK2mut PB1 HTS	NS3 helicase inh	VIM-2 inhibitor	MEKK2 WT-MEK5	IMP-1 inh
1	CCC(C)NC(=O)CSc1nnc(-c2c[nH]c3ccccc23)o1 (centres undefined)	3	-13	-2.7	104	-2.9
2	c1ccc2[nH]c(NN=C3CCCCCC3)nc2c1	2	4	-4.5	106	-5.8
3	COc1ccc(OC)c(CCNC(=O)CCCc2nnc3n(C)c(=O)c4sccc4n23)c1	-3	-2	-0.8	102	-1.9
4	CC(C)(C)n1nc2c(c1NC(=O)Cc1cccs1)CSC2	13	0	-2.1	109	-1.5
5	Cc1cccc(N2CCN(C(=O)/C=C/c3cccs3)CC2)c1C	2	-2	-3.1	102	-4.0
6	Cn1cc(CN2CCN(c3ncccn3)CC2)c(-c2cccc(Cl)c2)n1	5	-4	-1.0	118	-0.7
7	O=S(=O)(c1ccc(F)cc1)N1CC=C(c2ccccc2)CC1	-10	-15	2.5	84	-0.6
8	Cc1ccc(S(=O)(=O)CCC(=O)Nc2cccc(C)c2)cc1	-1	0	-0.8	94	-0.6
9	O=C(CN1C(=O)C2C3CCC(C3)C2C1=O)Oc1ccc2ccccc2c1 (centres undefined)	0	-16	0.0	96	-2.5
10	O=[N+]([O-])c1ccc2c(c1)OCCOCCOCCOCCOCCOCCO2	3	-13	-3.5	108	-1.9
11	COc1ccc(N2C(=O)c3ccccc3NC2c2ccccc2O)cc1 (centres undefined)	1	-5	-1.8	98	-5.5
12	COc1cc(OC)nc(Oc2ccccc2C(=O)Oc2ccc(F)cc2Cl)n1	0	-11	-1.9	95	-2.2
13	CCCSC1=C(C#N)C(c2ccccc2C)CC(=O)N1 (centres undefined)	-2	-7	1.8	109	0.4
14	CCOC(=O)CN(C(=O)COc1ccc2c(C)cc(=O)oc2c1)c1ccc(OCC)cc1	-3	-7	-0.1	99	-0.2
15	CN(Cc1cccnc1)C(=O)c1ccc2nc(Cc3ccccc3F)oc2c1	3	0	-2.2	105	0.0

cpd	NALP1 inh	M18AAP inhibitor	FID counter	UBC9 SUMO inh
1	-10	1	-5	-2
2	-5	25	4	-16
3	5	-3	-27	5
4	-9	-9	-1	8
5	34	1	-27	-14
6	-2	-5	-12	-4
7	12	-10	-6	6
8	30	5	-4	-2
9	22	1	-14	2
10	24	-3	-6	6
11	13	-8	-8	1
12	-14	6	-22	8
13	34	-3	-6	-1
14	17	-3	-7	-8
15	-12	-8	-40	2

Compounds from the list above that contain fluorine, in the order listed:
cpd	mol	MEKK2mut PB1 HTS	NS3 helicase inh	VIM-2 inhibitor	MEKK2 WT-MEK5	IMP-1 inh
7	O=S(=O)(c1ccc(F)cc1)N1CC=C(c2ccccc2)CC1	-10	-15	2.5	84	-0.6
12	COc1cc(OC)nc(Oc2ccccc2C(=O)Oc2ccc(F)cc2Cl)n1	0	-11	-1.9	95	-2.2
15	CN(Cc1cccnc1)C(=O)c1ccc2nc(Cc3ccccc3F)oc2c1	3	0	-2.2	105	0.0

cpd	NALP1 inh	M18AAP inhibitor	FID counter	UBC9 SUMO inh
7	12	-10	-6	6
12	-14	6	-22	8
15	-12	-8	-40	2

Complete entries, quoted from the list. Values in the order: MEKK2mut PB1 HTS	NS3 helicase inh	VIM-2 inhibitor	MEKK2 WT-MEK5	IMP-1 inh	NALP1 inh	M18AAP inhibitor	FID counter	UBC9 SUMO inh
Listed for CCC(C)NC(=O)CSc1nnc(-c2c[nH]c3ccccc23)o1 (centres undefined) = 3	-13	-2.7	104	-2.9	-10	1	-5	-2
Listed for O=[N+]([O-])c1ccc2c(c1)OCCOCCOCCOCCOCCOCCO2 = 3	-13	-3.5	108	-1.9	24	-3	-6	6
Listed for COc1cc(OC)nc(Oc2ccccc2C(=O)Oc2ccc(F)cc2Cl)n1 = 0	-11	-1.9	95	-2.2	-14	6	-22	8
Listed for CC(C)(C)n1nc2c(c1NC(=O)Cc1cccs1)CSC2 = 13	0	-2.1	109	-1.5	-9	-9	-1	8
Listed for CCOC(=O)CN(C(=O)COc1ccc2c(C)cc(=O)oc2c1)c1ccc(OCC)cc1 = -3	-7	-0.1	99	-0.2	17	-3	-7	-8

(next part)
cpd	mol	MEKK2mut PB1 HTS	NS3 helicase inh	VIM-2 inhibitor	MEKK2 WT-MEK5	IMP-1 inh
16	CC(C)c1ccc(NC(=O)COC(=O)CSc2nnc(N)s2)cc1	-2	2	-3.2	91	-3.1
17	OCCC1CN(C2CCSCC2)CCN1C1CCCC1 (centres undefined)	-3	2	-1.9	101	-2.2
18	CCN(CC)CCN(Cc1cc2cc3c(cc2[nH]c1=O)OCCO3)C(=S)NCC1CCCO1 (centres undefined)	-2	-1	0.8	102	-1.9
19	Cc1ccc(NC(=O)CNc2ccc(OC(C)C)cc2)cc1	4	2	-2.3	114	-3.9
20	COC(=O)c1ccc(NC(=S)NC2c3ccccc3CC2O)cc1 (centres undefined)	-3	6	-2.0	93	-0.1
21	Cc1nc2ccccn2c1-c1ccnc(SCc2ccc(Cl)cc2)n1	-12	-4	1.1	89	-0.8
22	Cc1cc(NC(=O)CCCN2C(=O)c3cccnc3C2=O)ccc1Br	0	-6	-1.8	99	-3.3
23	CC12CCC(C(=O)NNc3ccccc3)(OC1=O)C2(C)C (centres undefined)	1	2	-2.0	101	-2.5
24	Cc1ccccc1CN1CCCNC1=O	-3	-4	-3.0	88	-2.6
25	COc1ccc(OC)c(C2NC(=O)N(C)C(C)=C2C(=O)OCc2ccccc2)c1 (centres undefined)	5	-2	-3.7	104	-5.5
26	Cc1ccc(C)c(N2CCN(S(=O)(=O)c3c(C(=O)N4CCCCC4)c(C)n(C)c3C)CC2)c1	2	-5	-2.6	104	0.0
27	CCN1CCCC1CNC(=O)c1cc([N+](=O)[O-])c(N(C)C)cc1OC (centres undefined)	8	8	1.9	106	-1.5
28	O=C(O)c1cc(N/N=C/c2ccc(OCc3ccccc3)cc2)ccc1Cl	134*	42*	-4.0	186*	-0.7
29	O=S(=O)(CCN1CCN(c2ccccn2)CC1)c1ccc(Cl)cc1Cl	11	5	-3.7	101	-2.3
30	COc1ccc(NC(=O)c2ccc3c(c2)C(=O)N(CC2CCCO2)C3=O)c(OC)c1 (centres undefined)	1	9	-2.2	98	-2.3

cpd	NALP1 inh	M18AAP inhibitor	FID counter	UBC9 SUMO inh
16	20	-10	-5	3
17	-11	-13	-1	8
18	17	6	5	11
19	57	8	-3	-2
20	3	1	-13	3
21	32	0	-9	7
22	-1	0	-1	5
23	-9	-4	-1	-11
24	2	14	-3	18
25	0	-5	-39	9
26	2	-3	-63	2
27	15	-4	-6	19
28	18	4	-25	16
29	-7	-1	-27	4
30	7	-8	-26	14

The list continues:
cpd	mol	MEKK2mut PB1 HTS	NS3 helicase inh	VIM-2 inhibitor	MEKK2 WT-MEK5	IMP-1 inh
31	COc1cccc2cc(C(=O)NCc3ccc(C)cc3)c(=N)oc12	3	-1	0.2	105	-1.6
32	CCc1ccc(NC(=O)NC(C)c2ccc3c(c2)OCO3)cc1 (centres undefined)	6	-2	-0.7	105	-2.3
33	CS(=O)(=O)N(CC(=O)N1CCCCC1)c1ccc(Cl)c(C(F)(F)F)c1	2	6	-1.8	71*[inhibitor]	-2.1
34	Clc1nssc1=Nc1ccccc1	-11	4	-1.9	85	-1.9
35	O=C(CNC(=O)C(c1ccccc1)c1ccccc1)N/N=C\c1cccc(O)c1	-11	-7	0.5	84	-0.6
36	CCOC(=O)C1NN=C(C(=O)c2ccccc2)C1c1ccc(Cl)cc1 (centres undefined)	7	10	-1.7	101	-2.0
37	Fc1ccc(/C=N/n2c(-c3cccs3)n[nH]c2=S)cc1	-4	8	-1.0	100	-3.5
38	Cc1ccc2c(c1)c(C)c(C)n2CC(O)Cn1nc(C)c(Br)c1C (centres undefined)	1	7	-0.6	97	-3.2
39	Cc1ccc(-c2ccccc2NC(=O)CS(=O)CC(=O)Nc2ccc(C)c(Cl)c2)o1 (centres undefined)	1	-14	2.4	97	-0.2
40	CN(C)c1cccc(C(=O)NNC(=S)NC2CC3CCC2C3)c1 (centres undefined)	-7	4	-4.0	94	-3.5
41	CCCN1/C(=C(/C#N)C2=NS(=O)(=O)c3ccccc32)N(C)c2ccccc21	1	-4	-0.4	98	-0.6
42	COC(=O)COc1ccc(S(=O)(=O)N2CCN(c3ccccc3)CC2)cc1	0	-5	-4.8	112	-2.9
43	Cc1nc(NS(=O)(=O)c2ccccc2C)c2c3c(sc2n1)CCC3	15	21	0.7	105	0.5
44	CCCCCCSc1nsc(N)n1	0	0	-2.3	101	-3.9
45	Cc1cccc(NC(=O)C2C3C=CC4(O3)C2C(=O)N(CCCN2CCCC2)C4C(=O)NC2CCCC(C)C2C)c1 (centres undefined)	11	-9	-2.7	110	-1.2

cpd	NALP1 inh	M18AAP inhibitor	FID counter	UBC9 SUMO inh
31	16	3	-8	24
32	-2	6	-12	-3
33	5	3	-16	12
34	8	17	2	-3
35	7	-4	-6	10
36	16	12	-18	-4
37	/	11	-7	5
38	11	2	-19	-2
39	20	11	-20	-9
40	-14	-2	-13	-68
41	-15	-1	-10	20
42	-1	0	-16	0
43	27	-12	-5	27
44	/	-3	0	-6
45	0	-2	11	15
